IDH1 R132H inh – qHTS for Inhibitors of mutant isocitrate dehydrogenase 1 (IDH1): qHTS. IDH1-R132H enzyme, NADPH consumption, diaphorase/resazurin fluorescence. 0.093% of 390,000 active. Potency, µM (titrated, usually from 76.6 µM), without a hit: top-dose activity change, negative = inhibition, usual class: inhibitors; note: potency is the fitted concentration of half-maximal effect; % is set by controls: 0 for no effect and ±100 for the full control effect; nearly all actives have a fitted effect of over 65% in size
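IDH1-R132H (0.5 ug/mL dispensed) in pH 7.5 Tris buffer was preincubated 30 min with compound, then given a substrate mix of 0.016 mM NADPH and 2 mM alpha-KG for 80 min at room temperature; remaining NADPH was read by diaphorase/resazurin fluorescence.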
LDHA inh – qHTS assay for inhibitors of human lactate dehydrogenase | purified LDHA, NADH/diaphorase-resazurin fluorescence; hits give low values | AID 1347041, 2019 | 0.15% of 480,000 active | activity change, % (values are at about 110 or 230 µM); in the data active = activity change below about -30%; inconclusive = mostly about -25% to -30%;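 note: plate controls were DMSO wells for no effect and wells without enzyme for full effect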
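Enzyme activity of human lactate dehydrogenase 5 (2 nM; 0.06 mM NADH, 0.2 mM pyruvate, 5 min, RT) is measured via a resazurin/diaphorase fluorescence readout of residual NADH.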
USP1 inh – Inhibitors of USP1/UAF1: Primary Screen | Ubiquitin carboxyl-terminal hydrolase 1 (Homo sapiens), O94782 | recombinant USP1/UAF1, Ub-Rhodamine cleavage fluorescence | Potency, µM (series often up to 57.1 µM), inactives show at the top dose activity change, negative = inhibition, actives largely listed as inhibitors | 0.23% of 390,000 active; note: potency is the fitted concentration of half-maximal effect; % is set by controls: 0 for no effect and ±100 for the full control effect; nearly all actives have a fitted effect of over 60% in size; inactives centre near -12
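Step one: compound is pinned into 1nM USP1/UAF1 in HEPES pH 7.8 buffer with TCEP. Step two: 15 min room-temperature incubation. Step three: Ub-Rho (150nM final) starts cleavage, tracked by fluorescence over six one-minute reads.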
Vif-A3G inh – qHTS for Inhibitors of Vif-A3G Interactions: qHTS | Potency, µM (top dose mostly 46.1 µM), without a hit: at the highest dose activity, negative = active, hits mostly inhibitors | 0.076% of 410,000 active | HeLa A3G-eYFP + Vif (tagged APOBEC3G with the HIV-1 protein that degrades it), YFP fluorescence, overnight | DNA dC->dU-editing enzyme APOBEC-3G (Homo sapiens), Q9HC16;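 note: potency is the fitted concentration of half-maximal effect; % is set by controls: 0 for no effect and ±100 for the full control effect; nearly all actives have a fitted effect of over 60% in size; hits raise eYFP signal because A3G escapes Vif-driven loss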
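HeLa cells stably expressing Vif and C-terminally eYFP-tagged A3G, seeded overnight at 37 deg C, then exposed to compound by pintool overnight at 37 deg C. Rise in yellow fluorescence (Ex 488/Em 500-530, Acumen) marks blocked Vif-driven A3G degradation.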
TrxR1 substrate – qHTS Assay for Substrates of Mammalian Selenoprotein Thioredoxin Reductase 1 (TrxR1): qHTS; Thioredoxin reductase 1, cytoplasmic (Rattus norvegicus), O89049; purified TrxR1 substrate turnover, NADPH consumption readout; Potency, µM (series often up to 114 µM), for the others: at the top dose activity change, negative = substrate turnover; 0.01% of 390,000 active; AID 588456, 2011; note: potency is the fitted concentration of half-maximal effect; % is set by controls: 0 for no effect and ±100 for the full control effect; nearly all actives have a fitted effect of over 50% in size
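Rat TrxR1, dispensed at 90 nM, was prereduced with 400 uM NADPH (final) for 5 min at ~22 deg C, then incubated with compound 15 min before 400 uM selenite. A first-read NADPH fluorescence drop versus no-compound background flagged substrates.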
PI4K2A block – qHTS for small molecular inhibitors of PI4K2A; 0.13% of 420,000 active; AID 1346378, 2018; activity change, negative = inhibition, % at 76.9 µM; Phosphatidylinositol 4-kinase type 2-alpha (Homo sapiens), Q9BTU6; purified PI4K2A, ADP-Glo luminescence, 1 h; hits give low values; in the data active = activity change below about -50%; inconclusive = mostly about -30% to -49%;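 note: -100% = wells without enzyme as full effect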
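Compounds are screened against recombinant PI4K2A using PI as substrate and ATP, the latter dispensed at 300 microM. Reactions run one hour at ambient temperature before ADP-Glo detection; full inhibition defined by wells lacking enzyme.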
Vif-APOBEC3F blk – qHTS for Inhibitors of Vif-A3F Interactions: qHTS; HeLa A3F-eYFP + Vif (tagged APOBEC3F with the HIV-1 protein that degrades it), YFP fluorescence increase; Potency, µM (titrated, usually from 46.1 µM), for the others: top-dose activity, negative = active; 0.2% of 390,000 active; note: potency is the fitted concentration of half-maximal effect; % of control where 0% means no effect; nearly all actives have a fitted effect of over 65% in size
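HeLa cells stably expressing Vif plus C-terminally eYFP-tagged A3F were seeded, incubated overnight at 37 deg C, dosed with compound, incubated overnight again at 37 deg C. Yellow fluorescence (Ex 488/Em 500-530) reported blocked Vif-mediated A3F-eYFP degradation.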
Glioma ERSR ind – qHTS for Inducers of the Endoplasmic Reticulum Stress Response (ERSR) in Human Glioma: qHTS. U87-MG GRP78 promoter luciferase reporter, 16 h. Potency, µM, for inactives: at the highest dose activation, hits mostly activators. 0.02% of 420,000 active. AID 602332, 2012; note: potency is the fitted concentration of half-maximal effect; series mostly up to about 76 µM; % of control where 0% means no effect; nearly all actives have a fitted effect of over 35% in size
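ERSR induction read as luciferase luminescence (Bright-Glo, 10 min at room temperature) in stably transfected human U87-MG glioma cells exposed to compounds for 16 h, using GRP78 as sensor.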
RXFP1 ag – qHTS Assay for Agonists of the Relaxin Receptor RXFP1. AID 2676, 2010. 0.3% of 370,000 active. Relaxin receptor 1 (Homo sapiens), Q9HBX9. Potency, µM (titrated, usually from 57.5 µM), inactives show top-dose activation, most hits filed as activators. HEK293T-RXFP1 cAMP TR-FRET, 30 min; response scale: percent of porcine relaxin response, buffer zero; note: potency is the fitted concentration of half-maximal effect; % is set by controls: 0 for no effect and ±100 for the full control effect; nearly all actives have a fitted effect of over 60% in size; many of its hits are not listed in these tables
Target sequence (Q9HBX9 whole entry, looked up): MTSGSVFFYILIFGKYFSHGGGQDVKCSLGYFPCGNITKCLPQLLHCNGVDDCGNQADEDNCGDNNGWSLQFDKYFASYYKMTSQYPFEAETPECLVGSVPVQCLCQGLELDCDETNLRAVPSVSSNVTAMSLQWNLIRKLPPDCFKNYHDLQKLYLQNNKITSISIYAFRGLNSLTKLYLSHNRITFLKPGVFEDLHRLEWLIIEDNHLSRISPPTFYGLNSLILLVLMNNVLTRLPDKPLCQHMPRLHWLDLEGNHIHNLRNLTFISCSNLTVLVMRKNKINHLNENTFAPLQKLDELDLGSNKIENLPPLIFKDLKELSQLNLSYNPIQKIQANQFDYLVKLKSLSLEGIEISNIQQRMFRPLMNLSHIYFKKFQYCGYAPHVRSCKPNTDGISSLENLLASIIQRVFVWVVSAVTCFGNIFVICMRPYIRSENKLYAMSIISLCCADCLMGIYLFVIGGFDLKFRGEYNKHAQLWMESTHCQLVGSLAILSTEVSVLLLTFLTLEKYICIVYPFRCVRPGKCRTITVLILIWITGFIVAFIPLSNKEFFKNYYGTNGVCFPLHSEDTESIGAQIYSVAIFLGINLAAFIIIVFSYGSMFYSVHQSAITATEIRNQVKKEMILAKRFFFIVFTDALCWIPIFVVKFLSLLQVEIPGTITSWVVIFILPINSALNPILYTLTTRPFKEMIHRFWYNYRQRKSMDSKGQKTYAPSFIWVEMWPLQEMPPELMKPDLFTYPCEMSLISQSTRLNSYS
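HEK293T cells stably expressing RXFP1 were pretreated with the PDE4 inhibitor Ro 20174, exposed to compounds for 30 min at 37C, lysed, and cAMP was read by TR-FRET. Data normalized to buffer (basal) and 29 nM porcine relaxin (100%).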
Active calls of the source: *; ? = inconclusive; nt = no result given; & = joins results of further samples; [ ] = dose if it differs, or a comment. Unless noted, calls come from the whole dose curve; as a rule, active = well fitted curve in the direction sought with a large enough effect; inconclusive = small, poorly fitted or top-dose-only effect, or another doubt; inactive = no such curve, though single readings can be large; an effect the other way counts as inactive or inconclusive. A portion of the library (hit frequency here may not be typical).

SMILES | IDH1 R132H inh | LDHA inh | USP1 inh | Vif-A3G inh | TrxR1 substrate | PI4K2A block | Vif-APOBEC3F blk | Glioma ERSR ind | RXFP1 ag
CCCc1cc(=O)[nH]c(SCC(=O)c2cc(C)n(CC3CCCO3)c2C)n1 (stereo not drawn) | -0.6% | -8.6 | -12.5% | 0.9% | 2.0% | -2.2 | 6.6% | -3.3% | nt
CCC[N+](CC#Cc1ccccc1)(CCC)CC(=O)c1ccc(Cl)cc1 | 0.7% | -8.7 | 0.3% | -11.7% | -14.5% | 0.1 | -7.6% | 1.5% | -1.0%
CCOC(=O)c1c(C)[nH]c(CCC(=O)Nc2ccc(Cl)cc2C)c1C | -3.6% | -3.9 | -9.9% | -7.2% | -3.7%[57.1 µM] | -1.5 | -10.3% | -5.2% | 6.2%
COc1cccc(C(=O)Nc2ccc(S(=O)(=O)NCc3ccco3)cc2)c1 | 0.1% | -5.3 | -27.7% | -0.6% | 2.9% | -7.4 | -3.9% | -0.6% | 0.4%
N=c1nc2n(cc1F)C1OC(CO)C(O)C1O2 (stereo not drawn) | -6.9% | -6.0 | -13.5% | 2.2% | 5.9%[11.4 µM] | 5.0 | 13.7% | -1.2% | nt
Cc1ccnc(NS(=O)(=O)c2ccc(NC(=O)/C=C/c3ccccc3)cc2)n1 | -1.1% | -6.7 | -5.5% | -7.0% | -2.4% | 0.4 | -18.2% | -1.4% | 0.1%
COc1cc(C2C(C#N)=C(N)Oc3cc(C)oc(=O)c32)cc(OC)c1OC (stereo not drawn) | -7.3% | -0.4 | -19.9% | ? | -0.7% | -1.5 | ? | -4.6% | -1.2%
CCc1ccc(C(=O)Cn2cnc3cc([N+](=O)[O-])ccc3c2=O)cc1 | 0.0% | 3.7 | -22.0% | 1.9% | 15.5% | -0.4 | -0.5% | -5.5% | 0.8%
COC(=O)c1[nH]c2ccc(Cl)cc2c1NC(=O)CCN1CCOCC1 | 2.1% | -3.6 | -0.1% | -3.1% | 24.2%[57.1 µM] | 6.6 | 2.7% | -1.8% | 1.0%
O=C1C=C(c2ccc(F)c(Cl)c2)C[C@@H](c2ccc(F)cc2)C1 | 2.4% | 0.2 | -20.5% | 3.4% | 7.7%[57.1 µM] | 1.9 | 0.7% | -1.0% | 0.1%
CN(Cc1ccc(C(F)(F)F)cc1)C(=O)C1CCC(=O)N(C2CC2)C1 (stereo not drawn) | 0.6% | -11.1 | -14.6% | -1.5% | 0.9% | 0.2 | -12.2% | -2.6% | -0.3%
O=C(NC1CCCCC1)c1nc2c(nnn2Cc2ccccc2Cl)c(=O)[nH]1 | -3.0% | -5.3 | -2.4% | 1.8% | -6.0% | 22.3 | -8.2% | -3.5% | -0.4%
CCCCCNC(=O)c1ccc2c(=O)n(CCc3ccccc3)c(=O)[nH]c2c1 | -9.5% | -2.5 | -25.1% | -0.8% | 7.7%[2.29 µM] | -4.1 | -17.3% | -2.2% | 1.8%
CCCN(Cc1cc2cc(OC)ccc2[nH]c1=O)C(=O)c1ccncc1 | 6.9% | 0.4 | -5.5% | ? | 7.7% | -1.8 | 0.0% | -2.8% | -0.3%
CC(=O)Nc1nonc1-c1nnc(SCC(=O)Nc2ccc(C)c(Cl)c2)n1-c1ccccc1 | -2.6% | -1.0 | ? | -5.1% | 5.6% | -1.3 | 4.3% | -1.2% | 1.9%
COc1ccc(-n2c(N)c(C(=O)NCc3ccco3)c3nc4ccccc4nc32)c(OC)c1 | 10.1% | 1.2 | -25.6% | 0.2% | 80.0%[activator] | -13.9 | -1.1% | 0.2% | 1.6%
COc1ccc(-c2cnc3c(NC(C)=O)cc(-c4cccc(C(=O)N(C)C)c4)cn23)cc1OC | nt | 4.4 | nt | -16.2% | nt | -6.3 | nt | 1.7% | nt
CC1Cc2nc(SCC(=O)NCC3CCCO3)n(C)c(=O)c2S1 (stereo not drawn) | -2.0% | -9.1 | 0.6% | 0.6% | -8.3% | -1.2 | 2.7% | -5.2% | 5.1%
COc1cc(/C=N/NC(=O)c2cc(C3CC3)[nH]n2)ccc1O | 3.0% | 0.8 | -14.5% | 1.9% | -7.8% | 1.0 | 4.3% | -0.9% | -0.1%
O=C(CC(=O)Nc1ccccc1F)Nc1ccccc1F | 0.0% | -10.4 | -9.3% | -10.8% | 1.8% | 10.8 | -9.8% | -1.8% | -1.4%
CSc1ccccc1NC(=O)c1ccc(C)o1 | 2.5% | -5.2 | 8.1% | 1.5% | 4.3% | 5.5 | -12.9% | 6.4% | 1.4%
CC(=O)N1c2ccc(S(=O)(=O)N3CCCCCC3)cc2CC1C(=O)NCc1ccc(Cl)cc1 (stereo not drawn) | 13.0% | -5.5 | -24.3% | -2.4% | -0.4%[57.1 µM] | 4.1 | 4.2% | 3.4% | 4.2%
S=C(Nc1cccc(Cl)c1)Nc1cccc2cnccc12 | 11.4% | 29.5 | -19.2% | -0.8% | -8.8% | -5.5 | -1.2% | -2.5% | -2.0%
C(=C\c1ccco1)/c1nc2ccccc2[nH]1 | 1.8% | -1.9 | -24.6% | -28.3% | -1.1% | -23.1 | -15.9% | -3.8% | -0.2%
COc1ccccc1C(CNC(=O)CNC(=O)c1cccc(Cl)c1)N1CCCC1 (stereo not drawn) | 5.1% | 1.2 | -13.5% | 0.6% | -6.9%[57.1 µM] | 2.1 | -14.3% | -3.2% | nt
COc1cccc(Nc2nc(Nc3ccc(Cl)c(C(=O)O)c3)nc(C)c2[N+](=O)[O-])c1 | -3.6% | -8.9 | -12.6% | ? | -8.9% | -10.4 | -12.9% | 7.4% | -0.1%
Cc1ccccc1CNC(=O)C1=Cc2ccccc2OC1 | -1.3% | -2.1 | -6.3% | 1.6% | 9.4%[57.1 µM] | -0.7 | -4.7% | 0.2% | 2.0%
CC(=O)Nc1nc(C)c(-c2csc(Nc3ccccn3)n2)s1 | -2.9%&7.6% | -2.6&-7.2 | -21.0%&-19.8% | -12.7%&-28.5% | 14.7% | -3.6&-4.0 | -12.4%&-29.8% | 3.0%&0.6% | 1.2%&4.5%
Cc1ccc(NC(=O)Cn2nc(C(F)(F)F)c3c2CCC3)cc1 | 2.2% | -0.3 | -5.3% | -1.1% | -8.9% | -2.3 | -1.1% | -2.7% | 0.0%
COc1ccc(OC)c(N(CCN2C(=O)c3ccccc3C2=O)C(=O)CCl)c1 | -4.4% | -0.6 | -18.4% | -20.7% | nt | -0.1 | 1.2% | -14.2% | nt
CCOc1ccc(CCNC(=O)C2CCCN(S(=O)(=O)N3CCOCC3)C2)cc1OCC (stereo not drawn) | 9.0% | 0.3 | -22.4% | 0.3% | 5.0% | -1.9 | 3.2% | -2.9% | 3.7%
O=C(O)c1ccc2c(c1)N(Cc1cccc(F)c1)C(=O)CS2 | 13.8% | -8.0 | -18.2% | 0.0% | 3.8% | 4.8 | -11.8% | 0.8% | 0.0%
O=C(OCC(=O)N1CCOCC1)c1cncc(Br)c1 | 2.3% | -4.8 | -24.5% | -2.5% | nt | 2.8 | -11.5% | 4.1% | nt
C(=NC12CN3CN(CN(C3)C1)C2)c1ccc2c(c1)OCO2 | 4.9% | -3.7 | -0.1% | -4.1% | 1.0% | 4.4 | -4.8% | -2.6% | 0.5%
COC(=O)Cc1c(O)ccn(CCc2ccc(OC)c(OC)c2)c1=O | 4.3% | -0.7 | -6.5% | 0.3% | 6.3%[57.1 µM] | 3.1 | -10.3% | -2.7% | -1.2%
Cc1ccc(-c2nnc(NCc3nc4ccccc4[nH]3)c3ccccc23)cc1S(=O)(=O)N1CCCCC1 | -2.8% | -6.0 | -17.1% | -5.4% | 1.3% | 0.8 | ? | -3.1% | 2.5%
CNC(=O)/C(C#N)=C/c1c(F)cccc1Cl | -2.9% | 9.2 | -15.0% | -3.8% | 3.2% | 4.5 | -5.9% | 4.1% | 1.9%
COc1ccc(Cl)cc1C(=O)NNC(=O)C1CCCO1 (stereo not drawn) | -12.9% | -10.5 | -5.7% | -1.4% | -4.6%[57.1 µM] | -1.5 | 4.6% | -1.7% | -0.8%
CC1CCN(CCCn2c(SCC(=O)NC3CCCC3)nc3ccccc3c2=O)CC1 | -5.9% | -5.8 | -23.6% | -5.4% | -0.3% | -1.0 | -0.7% | -3.9% | 6.2%
COc1ccccc1NC(=O)C(C)OC(=O)C1CCC(C(C)(C)C)CC1 (stereo not drawn) | 5.2% | -1.9 | -9.6% | -1.3% | -15.3% | 3.2 | -12.2% | 0.1% | -1.2%

Screening results: PubChem BioAssay, National Center for Advancing Translational Sciences (NCATS)
